PriA SSB inh: K. pneumoniae PriA-SSBct interaction inhibition; 430,000 tested, 0.6% active; AID 1272365; AlphaScreen SSBct-PriA binding, biotinylated peptide; inhibition, % at 33 µM; in the data active = inhibition mostly above about 37%, no sharp cut-off; inactive = mostly below about 20%;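 also: plate controls were negative control peptide for no effect and reference peptide for full effect; strong numbers were not always called active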
Starred values were filed as active, the others as inactive; & = joins results of further samples. These rows are one share of the data, so the mix of outcomes need not match the whole.

canonical_smiles | PriA SSB inh
O=C(Nc1nc(-c2ccccn2)cs1)c1ccccc1[N+](=O)[O-] | 105.0*
NC(=O)COc1ccc(C=NNC(=O)CC(=O)NCCc2ccccc2)cc1 | -0.4
O=C(NCCn1nc(-c2ccccn2)c2c1CCCC2)Nc1c(F)cccc1F | -13.0
O=S(=O)(CCc1ccccc1)NC[C@@H](c1ccsc1)N1CCOCC1 | -16.0
O=C(/C=C/c1ccccc1)Nc1nc(-c2ccccc2)cs1 | -13.0
Cc1ccc(N2CCN(CC(=O)Nc3ccc(F)cc3)CC2)cc1Cl | -11.0
COc1ccc(S(=O)(=O)N2CCC3(CC2)NC(=O)N(Cc2ccccc2)C3=O)c(OC)c1OC | -2.0
CCN(C(=O)COc1ccc(Cl)cc1Cl)[C@H]1CCS(=O)(=O)C1 | -11.0
O=C(c1n[nH]c2ccccc12)N1CCN(Cc2nncn2-c2ccccc2)CC1 | 9.0
O=C(Cn1nc(-c2cccs2)ccc1=O)Nc1cc(C(F)(F)F)ccc1Cl | -2.0
O=C(CCNC(=O)c1ccc([N+](=O)[O-])cc1)NN=Cc1ccc(F)cc1 | 2.8
O=C(Cc1ccc(F)cc1)NCC1(c2cccs2)CCCC1 | -4.0
COc1ccccc1-n1ccn(CC(=O)Nc2ccc(Br)cc2F)c(=O)c1=O | -6.0
O=C(c1ccco1)c1ccc(CNC(=O)[C@@H]2COc3ccccc3O2)s1 | -14.0
O=C(Cc1ccccc1)NN=Cc1ccc(OC(=O)/C=C\c2ccco2)cc1 | -10.0

Structures listed so far that have a nitro group on carbon (2):
canonical_smiles | PriA SSB inh
O=C(Nc1nc(-c2ccccn2)cs1)c1ccccc1[N+](=O)[O-] | 105.0*
O=C(CCNC(=O)c1ccc([N+](=O)[O-])cc1)NN=Cc1ccc(F)cc1 | 2.8

Further results.
canonical_smiles | PriA SSB inh
Cn1cc(C(=O)Nc2ccc(CC(=O)N3CCOCC3)cc2)nn1 | -13.0
Cc1cccc(-n2ncc3c(=O)n4c(nc32)SCC4CC(=O)Nc2nc(C)cs2)c1 (stereo not drawn) | 0.0
COc1ccc(C=NNC(=O)Cc2csc(Nc3cccc(C(F)(F)F)c3)n2)cc1C | 11.3
Cc1cc(NS(=O)(=O)c2ccc(NC(=O)c3ccc(Br)o3)cc2)no1 | -7.0
C=CCn1c(=NC(=O)c2ccccc2I)sc2cc(S(C)(=O)=O)ccc21 | -8.0
O=C(NCCn1ccn2nc(-c3ccco3)cc12)C1(c2ccccc2)CCOCC1 | 7.0
O=C(NCc1ccc(-c2nccs2)cc1)c1ccc2c(c1)OCO2 | -21.0
O=C(CC(CC(=O)NCc1ccccc1)c1ccc(Br)cc1)NCc1ccccc1 | -7.0&13.0
Cc1csc(NC(=O)CCc2csc(NC(=O)Nc3ccccc3)n2)n1 | -4.0
O=C(NCc1cccs1)C(=O)N1CCN(c2cccc(Cl)c2)CC1 | -2.0
CC(=NNc1ccc([N+](=O)[O-])cc1)c1c[nH]c2ccccc12 | 40.2*
CN(C)Cc1c(C(=O)NN=CCCc2ccccc2)nnn1-c1nonc1N | -0.9
Cc1cnc2n(c1=O)[C@@H](CC(=O)NCc1ccccc1Cl)CS2 | -10.0
COC(=O)c1sc2ccccc2c1NC(=O)C1CCCN1S(=O)(=O)c1ccc(F)cc1 (stereo not drawn) | -2.0
COc1ccc(Cl)cc1NC(=O)CSc1cn(CCNC(=O)c2cccs2)c2ccccc12 | 2.0&6.0
O=C(Nc1nc(-c2cc3ccccc3o2)cs1)c1ccccc1F | -13.0
Cc1cccc(CS(=O)(=O)Nc2cnn(C3CCOCC3)c2)c1 | -11.0
Cc1cc(C)cc(-n2nnn(C3CC(=NNC(N)=S)C4OCC3O4)c2=S)c1 (stereo not drawn) | 15.2
CC(C)(C)NC(=O)NCC(c1ccsc1)N1CCCC1 (stereo not drawn) | 8.0
COc1ccc(OC)c(NC(=O)CSc2nnc3n(N)c(=O)c(C(C)(C)C)nn23)c1 | 8.0
CSc1ccccc1C(=O)N1CCN(c2cc(C(F)(F)F)nc(C)n2)CC1 | 5.0
Cc1cc(C)cc(OCCNC(=O)COc2ccccc2F)c1 | -29.0
O=C(NN=Cc1cn(-c2ccccc2)nc1-c1ccc(F)cc1)c1ccc2c(c1)OCO2 | 9.4
O=C(CC(NCC1CCCO1)C(=O)O)Nc1ccc(Br)cc1 (stereo not drawn) | -12.0
Cc1cc(NC(=O)c2ncc(-c3ccccc3)o2)n(-c2ccccc2)n1 | -7.0
COc1ccc(C(=O)N2CCC(c3nnc(C4CC4)o3)CC2)cc1OC | -10.0
COc1ccccc1C(=O)NC(=S)Nc1cc(Cl)ccc1Cl | -13.0
Cc1ccc2nc(C)cc(NN=Cc3ccccc3O)c2c1 | -16.9
Cc1nc(NC(=O)Nc2cccc(Cl)c2)sc1C(=O)N1CCN(c2ccccc2F)CC1 | 3.0
N#Cc1ccc(-c2csc(NC(=O)Cc3ccc(F)cc3)n2)cc1 | -7.0
COc1ccc(CCN2COc3ccc4c(c3C2)O/C(=C\c2ccco2)C4=O)cc1OC | 3.0
O=C(NCCn1cc(SCC(=O)N2CCCCC2)c2ccccc21)c1ccc(Cl)cc1Cl | -7.0
Cc1cc(C)c2c(n1)sc1c(=O)n(CC(=O)NCc3ccc4c(c3)OCO4)cnc12 | -7.0
COC(=O)Cn1c(-c2ccc(C)cc2)cnc1SCC#N | -7.0
CC(=O)N1CCc2ccc(NC(=O)c3c(F)cccc3F)cc21 | -17.0
CC(C)C(NC(=O)c1cccs1)c1nc2ccccc2[nH]1 (stereo not drawn) | 5.0
Cc1nc2sccn2c(=O)c1NC(=O)C1c2ccccc2Oc2ccccc21 | -9.0
O=C(NCCc1ccc(N2CCCC2)cc1)C1CCCCC1 | 0.0
CC(NCC(O)Cn1c2ccccc2c2ccccc21)c1ccccc1 (stereo not drawn) | -23.0&0.0
Cc1oncc1C(=O)N(CCc1cccs1)Cc1ccoc1 | 0.0
O=C(COc1ccc(Cl)cc1Cl)NCc1cccnc1-c1ccsc1 | -16.0
O=C(Cn1c(=O)oc2ccccc21)N1CCc2cnc(N3CCOCC3)nc2C1 | -3.0
CCOc1ccccc1-c1noc(Cn2c(=O)n(-c3ccccc3C(=O)OC)c(=O)c3ccccc32)n1 | 17.0
O=C(NCc1c(-c2ccc(Cl)cc2)nc2n1CCS2)c1ccc(S(=O)(=O)N2CCCCCC2)cc1 | -9.0
CCCNC(=O)CSc1nc(-c2ccco2)cc(C(F)(F)F)c1C#N | -6.0
O=S(=O)(NCCC(O)c1cccs1)c1ccc(Cl)s1 (stereo not drawn) | 1.0
O=C(CCn1ccc(=O)[nH]c1=O)N1CC(c2nc(-c3cnccn3)no2)C1 | -3.0
C[C@H](O)CN1CCN(C(=O)c2nc3ccccc3s2)CC1 | -1.0
C=CCn1c(SCc2csc(C)n2)nc2sc3c(c2c1=O)CCC3 | -6.0
CCOc1ccc(C=NNc2ccc(Cl)nn2)c(O)c1 | -0.6
CC(C)S(=O)(=O)c1cccc(C(=O)Nc2nnc(-c3cccnc3)o2)c1 | -5.0
CN1CCN(N=Cc2ccc(-c3ccccc3)cc2)CC1 | 8.9
O=C(NN=Cc1ccoc1)c1ccc(Cl)cc1Cl | -3.5
COc1ccc(NC(=O)CSc2nc(N)c(NC(=O)c3ccc(C)cc3)c(=O)[nH]2)c(OC)c1 | -14.0
O=C(CSc1nnc(NC(=O)Cc2cccc3ccccc23)s1)Nc1ccc2c(c1)OCO2 | 16.0
CCOC(=O)c1ccc(-n2c(C)c(C)n3c4c(=O)n(CC(N)=O)c(=O)n(C)c4nc23)cc1 | -2.0
O=C(NC[C@@H](c1ccco1)N1CCOCC1)NC1CCCCC1 | -6.0
COc1ccc(C2C(C#N)=C(N=CN3CCN(C)CC3)OC3=C2C(=O)CC(C)(C)C3)cc1 (stereo not drawn) | -9.8
O=C(NCC(O)c1ccc(C(F)(F)F)cc1)c1ccccc1SC(F)F (stereo not drawn) | -8.0
COc1ccc(Br)cc1C=Nn1c(COc2ccccc2)n[nH]c1=S | -5.9

Remaining list, next part.
canonical_smiles | PriA SSB inh
CCOc1ccc2ccccc2c1C(=O)Nc1ccc2c(c1)CN(C(C)=O)CC2 | -17.0&8.0
O=C(NC1CCCCCC1)c1ccc(=O)n(Cc2ccc(F)cc2)n1 | -13.0
COc1ccc(S(=O)(=O)CCCC(=O)Nc2onc3c2CCC3)cc1 | -15.0
CC(Oc1ccccc1)C(=O)NCCn1ncc2c(NCCc3ccccc3)ncnc21 (stereo not drawn) | -1.0
O=C(c1ccncc1)N1CCC(CNS(=O)(=O)c2ccc3c(c2)CCCC3)CC1 | 15.0
O=C(NN=Cc1cccnc1)C12CC3CC(CC(C3)C1)C2 | -16.0
COc1ccc(-n2c(N)c(C(=O)NCc3ccccc3)sc2=S)c(OC)c1 | 31.0
O=C(CSc1nnc(NC(=O)c2ccc(S(=O)(=O)N3CCCC3)cc2)s1)Nc1ccc2c(c1)OCO2 | -2.0
Cc1cc(C(=O)Nc2ccc3c(c2)OCO3)on1 | 9.0
Cc1nc(-c2cccs2)sc1C(N)=O | -3.0
O=c1[nH]c(O)c(C=C2C=CC(c3cc(Cl)ccc3Cl)=N2)c(=O)[nH]1 | 5.3
COc1ccc(Cl)cc1NC(=O)C(=O)NCC1CCN(C(=O)c2ccncc2)CC1 | 3.0
CN1CCN(c2ccc(-c3cccc(NC(=O)COc4ccc(F)cc4F)c3)nn2)CC1 | -12.0&17.0
O=C(c1ccoc1)N1CCOC2(CCOCC2)C1 | -1.0
Cc1ccc(-c2c[n+]3c(n2-c2ccc(Br)cc2)CCCCC3)cc1 | -14.0
CCOc1ccc(NC(=S)N2CCCCC2c2cccnc2)cc1 (stereo not drawn) | -1.0
CCOc1cccc(-c2c(C(=O)NN=Cc3ccc(Br)cc3)nnn2-c2nonc2N)c1 | 4.3
CNC(=O)CS(=O)(=O)C1CCN(C(=O)c2ccsc2)CC1 | -12.0
Cn1nc(CNC(=O)C2c3ccccc3Oc3ccccc32)cc1-c1cccs1 | -6.0
CS(=O)(=O)N1C2CCC1CC(NC(=O)c1ccc3noc(-c4ccccc4)c3c1)C2 (stereo not drawn) | -13.0
O=C(c1ccccn1)N1C2C=CCC1CC2 (stereo not drawn) | -1.0
CC(=O)OC(C)(C)C(=O)N1CCCCC(c2ccc(F)cc2)C1 (stereo not drawn) | -3.0
O=C(Cn1ccc2ccccc21)Nc1cc(-n2cncn2)ncn1 | 8.0
Cc1cc(C)c(C)c(S(=O)(=O)NCC2CCN(Cc3ccco3)CC2)c1C | 4.0
COC(=O)c1ccsc1NC(=O)c1cc(=O)c2ccccc2o1 | -3.0
O=C(O)Cc1csc(SCC(=O)c2ccccc2)n1 | 9.0
Cc1ccc(/C=C/S(=O)(=O)N2CCN(CCn3ccnc3)CC2)cc1 | -1.0
O=C(CCS(=O)(=O)c1ccccc1)NCCn1ccc(-c2ccsc2)n1 | 6.0
CNC(=O)C(=O)NCC(F)(F)F | -4.0
Cc1cc(NN=Cc2c[nH]c3ccccc23)c2ccccc2n1 | -1.8
O=C(NCC(c1cccs1)N1CCOCC1)Nc1cccs1 (stereo not drawn) | 2.0
COc1ccc(Cl)cc1C(=O)Nc1cc(C)nn1-c1ncnc2c1cnn2-c1ccc(C)cc1C | -17.0
CCOc1ccc(-c2ccc(SCC(=O)c3cccs3)nn2)cc1 | -3.0&4.0
CC(C)NC(=S)NN=Cc1ccc2c(c1)OCCO2 | 1.6
Cn1nccc1C(=O)N(Cc1ccccn1)c1nc2c(F)cccc2s1 | 6.0
Nc1nc(SCCN2CCOCC2)[nH]c(=O)c1NC(=O)c1ccc(F)c(F)c1 | -13.0
Cc1noc(C)c1S(=O)(=O)NCCn1ccc(-c2ccncc2)n1 | -2.0
COC(=O)c1scc(-c2ccc(C)cc2)c1S(=O)(=O)Nc1ccc(OC)c(OC)c1 | 9.0
O=S(=O)(NCC[C@H](O)c1ccsc1)c1cccnc1 | -8.0
O=S(=O)(Cc1ccco1)C1CCN(S(=O)(=O)c2ccccc2F)CC1 | 83.0*
Cc1ccc(NC(=O)C(=O)Nc2cc3c4c(c2)CCN4C(=O)CC3)cc1F | -2.0
O=S(=O)(Nc1ccsc1-c1nc(C2CC2)no1)c1ccc2c(c1)CCO2 | -6.0
O=C(COc1cccc2ccccc12)Nc1ccc(Cl)cc1Cl | -10.0&2.0
C=CCn1c(SCC(=O)Nc2nc(-c3ccccc3)ns2)nc2scc(-c3ccc(Cl)cc3)c2c1=O | -13.0
CC(=O)N1CCCc2ccc(NC(=O)C(=O)Nc3ccc(F)cc3F)cc21 | -24.0

Reformatted with each value named: part of the list above
COc1ccc(Cl)cc1NC(=O)CSc1cn(CCNC(=O)c2cccs2)c2ccccc12
  PriA SSB inh: 2.0&6.0

O=C(Nc1nc(-c2cc3ccccc3o2)cs1)c1ccccc1F
  PriA SSB inh: -13.0

Cc1cccc(CS(=O)(=O)Nc2cnn(C3CCOCC3)c2)c1
  PriA SSB inh: -11.0

Cc1cc(C)cc(-n2nnn(C3CC(=NNC(N)=S)C4OCC3O4)c2=S)c1 (stereo not drawn)
  PriA SSB inh: 15.2

(list continues)
canonical_smiles | PriA SSB inh
CCc1ccc(S(=O)(=O)c2cnc(SCC(=O)Nc3ccc(C(C)C)cc3)[nH]c2=O)cc1 | -13.0
Cc1nn(C2CCS(=O)(=O)C2)c2nc(-c3cccs3)cc(C(=O)NCc3cccnc3)c12 (stereo not drawn) | 9.0
COc1ccc(-c2nnc3ccc(OCCNC(=O)c4ccco4)nn23)cc1 | -15.0
Cc1ccc(NC(=O)C(=O)NCC2CCN(Cc3ccccc3)CC2)cc1C | -19.0
O=C(O)Cn1c(C2CC2)nc2ccccc21 | 6.0
Cc1ccc(N)cc1N1CCCC1=O | 7.0
COc1ccc2cc(C(=O)NC[C@](C)(OC)c3cccc(Cl)c3)[nH]c2c1 | 10.0
O=C(Cc1cccc2ccccc12)NC[C@H](O)c1ccc2c(c1)CCO2 | 0.0
